Gli-Sufu block: blocks Gli-Sufu signaling in a luciferase reporter; Sufu-KO-LIGHT fibroblasts, Gli luciferase reporter luminescence; inhibition, % at 5 µM; 340,000 compounds, 0.74% hits; AID 588413;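 active = inhibition above about 55%, limit read from the data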;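 also: 0% = DMSO-treated cells and 100% = wells with medium but no cells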
EBI2 block: antagonists of human EBI2 receptor; EBI2 beta-arrestin recruitment, luminescence, 7a,25-OHC stimulated; inhibition, % at 5 µM; 360,000 compounds, 0.81% hits; in the data active = inhibition above about 38%;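 also: enzyme fragment complementation signal reports receptor beta-arrestin coupling in cells; 0% = agonist plus DMSO wells and 100% = wells without agonist; some results beyond the cut were filed as inactive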
697 NFkB inh: lowers PMA/ionomycin-induced NF-kB signal in 697 B cells; 697 B-cell NF-kB luciferase reporter, 16 h; inhibition, % at 4 µM; 330,000 compounds, 0.33% hits; AID 435022; in the data active = inhibition above about 35%
UPR XBP1 act: activators of adaptive arm of unfolded protein response (XBP1); activation, % at 20 µM; 330,000 compounds, 0.33% hits; CHO-XBP1 luciferase reporter, IRE1-XBP1 UPR activation, luminescence; percent of tunicamycin response, DMSO as zero;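 active = versus positive control, 20 µM dose yields 30% or more activation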;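 also: 100% = tunicamycin at 10 µg/mL and 0% = DMSO only wells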
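Material: CHO cell line with stable XBP1 luciferase reporter; schedule: 16-18 h cell attachment at 37 °C, then 6 h compound exposure; signal: glow luminescence from Steady-Glo reagent; medium: serum-containing F12 medium, 10% FBS; benchmarks: tunicamycin 10 µg/mL and vehicle-only wells; read-out: percent activation relative to tunicamycin reference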
Jurkat NFkB inh: inhibitors of the PMA/ionomycin-induced NF-kB reporter in Jurkat cells. 330,000 compounds, 0.53% hits. PMA/ionomycin-induced NF-kB luciferase reporter, luminescence. inhibition, % at 4 µM. AID 435003; in the data active = inhibition above about 50%
CCR6 antagonist: antagonists of human CCR6 receptor. CHO-K1 CCR6 PathHunter beta-arrestin, luminescence, CCL20-stimulated. inhibition, % at 20 µM. 340,000 compounds, 0.49% hits;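 active = compounds whose inhibition of the agonist-driven luminescence signal at 20 µM reaches about 50%, limit read from the data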;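 also: cells stimulated with CCL20 at 14 nM final; plate controls were DMSO with CCL20 for no effect and DMSO without agonist for full effect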
CHOP UPR activ: apoptotic UPR (CHOP) activation; CHO-CHOP luciferase reporter, luminescence; percent of tunicamycin response over DMSO baseline; activation, % at 10 µM; 330,000 compounds, 0.34% hits; AID 449763;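 active = at 10 µM dose, activation of 40% or more, normalized to positive control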;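 also: 100% = tunicamycin at 10 µg/mL and 0% = DMSO alone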
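assay system = CHO CHOP reporter cells | amount = 500 CHO-CHOP cells per well | buffer or medium = F12 with 10% FBS | incubation = 16-18 h cell attachment, then 6 h compound exposure, 37 °C | detection = luminescence read with Steady-Glo | read-out = percent activation relative to tunicamycin control | controls = tunicamycin high control, DMSO low control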
CXCR6 inh: CXCR6 (human) receptor inhibition. inhibition, % at 20 µM. 360,000 compounds, 0.36% hits. CHO-K1 PathHunter CXCR6 beta-arrestin, luminescence. AID 602244; in the data active = inhibition above about 34%, passing the limit was not always enough;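 also: antagonist mode with CXCL16 agonist at 10 nM final; 0% = 10 nM CXCL16 with DMSO and 100% = unstimulated wells without agonist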
Mdm2 MdmX PPI: human Mdm2/MdmX binding inhibition. O15151+Q00987. inhibition, % at 8 µM. SaOS-2 split-luciferase Mdm2/MdmX complementation, luminescence. 330,000 compounds, 3% hits;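 active = inhibition of at least 50% at 8 µM in the primary screen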
Target sequence (O15151 whole entry, looked up): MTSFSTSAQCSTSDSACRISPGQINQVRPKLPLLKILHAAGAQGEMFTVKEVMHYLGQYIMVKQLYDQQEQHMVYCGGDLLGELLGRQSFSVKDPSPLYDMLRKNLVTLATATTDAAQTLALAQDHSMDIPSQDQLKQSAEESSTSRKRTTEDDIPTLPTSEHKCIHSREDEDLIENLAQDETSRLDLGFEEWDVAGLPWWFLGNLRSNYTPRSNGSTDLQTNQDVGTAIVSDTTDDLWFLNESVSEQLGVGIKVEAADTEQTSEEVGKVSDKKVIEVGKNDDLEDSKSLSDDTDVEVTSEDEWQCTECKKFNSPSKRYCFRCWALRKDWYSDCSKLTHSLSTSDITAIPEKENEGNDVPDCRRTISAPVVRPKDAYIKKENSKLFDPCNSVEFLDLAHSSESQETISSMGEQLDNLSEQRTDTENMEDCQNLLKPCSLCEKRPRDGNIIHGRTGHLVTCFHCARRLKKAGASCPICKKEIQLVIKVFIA
Target sequence (Q00987 whole entry, looked up): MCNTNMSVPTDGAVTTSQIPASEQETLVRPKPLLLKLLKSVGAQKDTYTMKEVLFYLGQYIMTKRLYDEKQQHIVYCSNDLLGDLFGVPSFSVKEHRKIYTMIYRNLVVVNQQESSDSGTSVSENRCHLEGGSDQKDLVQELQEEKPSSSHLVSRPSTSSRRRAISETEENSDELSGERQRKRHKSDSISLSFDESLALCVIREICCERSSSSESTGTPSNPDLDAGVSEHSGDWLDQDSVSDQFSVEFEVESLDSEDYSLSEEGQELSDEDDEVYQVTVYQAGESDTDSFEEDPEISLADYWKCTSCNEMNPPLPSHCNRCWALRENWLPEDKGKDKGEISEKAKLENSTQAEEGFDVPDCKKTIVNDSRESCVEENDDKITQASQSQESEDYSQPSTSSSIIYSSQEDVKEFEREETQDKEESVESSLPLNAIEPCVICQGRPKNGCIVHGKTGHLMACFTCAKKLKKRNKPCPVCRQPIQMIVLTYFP
The depositor's hits bear a star; / = no result given. The order is random; 5% or so of the library scored in one or more.

SMILES	Gli-Sufu block	EBI2 block	697 NFkB inh	UPR XBP1 act	Jurkat NFkB inh	CCR6 antagonist	CHOP UPR activ	CXCR6 inh	Mdm2 MdmX PPI
COc1ccc2[nH]cc(C(=O)CN3CCC(C)CC3)c2c1	-23	5	-7	3	-84	2	3.0	-4	-63
C[C@@H]1COC(=O)[C@H](CC(=O)OC(C)(C)C)C/C=C\C[C@@H](CC(=O)N(CCO)Cc2ccccc2)C(=O)N1	1	-1	-15	0	-7	6	0.5	-1	10
CC1CCN(C(=O)C(C)NCc2ccc(F)cc2)CC1 (stereo unspecified)	-24	3	9	0	10	2	-0.2	-1	-8
CCCCCCCC(=O)NC1=NC(=O)C(C)(C)S1	6	-12	19	1	22	9	2.1	-8	4
COc1cc(/C=N/NC(=O)c2ccncc2)ccc1OCc1cnc(Cl)s1	-2	3	10	0	-37	2	0.7	4	0
O=C(NCc1ccc(Cl)cc1)c1cnn2ccccc12	-54	1	-69	2	-78	7	4.3	-7	-23
CC(C)OCCCNC(=O)C(=O)NCCCOC(C)C	2	-7	-10	-1	-27	3	0.5	-9	9
Fc1ccc(Nc2cccc3nccnc23)cc1	-8	-29	-7	2	-19	7	4.1	1	19
O=C(O)COc1ccccc1/C=N/NC(=O)Cc1ccccc1	-6	1	-23	-3	-6	-2	0.6	-2	9
Cc1ccccc1-c1nnc(-c2ccccc2)o1	8	14	-114	2	-77	6	5.0	4	-103
CCOC(=O)C1=C(C)N=c2s/c(=C\c3cccc(OCC(=O)O)c3)c(=O)n2C1c1ccccc1 (stereo unspecified)	-13	-4	20	-5	1	7	3.3	4	-5
O=C(COC(=O)CNC(=O)c1ccc(Br)cc1)NCCC1=CCCCC1	0	-7	12	3	3	-1	-2.0	10	-31
CCc1ccc(OCC(=O)NNC(=O)CNC(=O)c2ccc(Br)o2)cc1	-3	-2	23	-3	-4	9	0.5	-3	-15
CCc1ccc(/C=N/NC(=O)C(=O)NCCCN2CCOCC2)cc1	3	3	9	0	-4	13	0.4	-10	-1
CCn1nc(NS(=O)(=O)c2ccccc2)c2cc3cccc(C)c3nc21	2	-6	-13	2	-1	13	-2.6	12	20

Compound profiles, from the list above. Order of screens: Gli-Sufu block	EBI2 block	697 NFkB inh	UPR XBP1 act	Jurkat NFkB inh	CCR6 antagonist	CHOP UPR activ	CXCR6 inh	Mdm2 MdmX PPI
Profile of Fc1ccc(Nc2cccc3nccnc23)cc1 = -8	-29	-7	2	-19	7	4.1	1	19
Profile of CCCCCCCC(=O)NC1=NC(=O)C(C)(C)S1 = 6	-12	19	1	22	9	2.1	-8	4

Next section.
SMILES	Gli-Sufu block	EBI2 block	697 NFkB inh	UPR XBP1 act	Jurkat NFkB inh	CCR6 antagonist	CHOP UPR activ	CXCR6 inh	Mdm2 MdmX PPI
Cc1cccc(-n2nc(C)cc2N)c1	-10	-13	-14	-1	-17	2	-0.2	-3	-36
COc1cccc(O[C@@H]2O[C@@H]3COC(C)(C)O[C@H]3[C@H](O)[C@H]2NC(C)=O)c1	-5	-8	8	2	11	-14	0.3	2	3
C/C(=N\N1CCN(C)CC1)c1ccc(OC(F)F)cc1	0	-17	-9	0	-20	-6	1.3	-7	9
CCOC(=O)C1CCN(S(=O)(=O)c2cc(C(=O)OC)n(C)c2)CC1	-6	0	1	-4	6	9	2.8	8	15
CC(=O)C1=C(O)C(=O)N(Cc2cccnc2)C1c1ccc(O)cc1 (stereo unspecified)	-6	-8	23	-2	18	7	1.5	10	3
CCC(C(=O)OCC(=O)N1C(C)CCCC1C)c1ccccc1 (stereo unspecified)	6	2	4	6	-27	11	-0.8	14	18
Cc1ccc(S(=O)(=O)NCCC(=O)NCCc2ccccc2)cc1	-25	-13	/	/	/	-6	/	5	/
Cn1c(=O)c2c(nc(CN3CCN(CCO)CC3)n2CCc2ccccc2)n(C)c1=O	-4	0	-15	-3	-18	6	0.2	6	-6
CCOc1ccc(CCNC(=O)Cn2c(=O)c3cccn3c3cccnc32)cc1	-14	-1	6	1	-18	6	0.9	-2	20
O=C(Nc1nc(-c2ccccn2)cs1)C1CC1	20	-10	-17	2	-19	11	4.7	-3	-31
Cc1cccc2nc(CSC(=N)N)c(Br)n12	-3	-2	-26	-1	-6	5	4.7	7	-25
CSc1cccc(NC(=S)Nc2cc(C)ccc2C)c1	1	1	-15	-1	-6	6	0.5	9	7
CC1CCN(C(=O)Cn2c(=O)oc3ccccc32)CC1	7	3	8	-3	-6	2	-1.3	-7	0
CCC(Oc1ccccc1)C(=O)Nc1nnc(C)s1 (stereo unspecified)	-20	-4	-24	1	-9	9	1.0	1	-50
CC(=O)c1c(C)[nH]c(C(=O)Nc2ccc(Cl)cc2)c1C	22	-13	-133	-1	-135	12	8.0	-9	-48
COc1ccc(OC)c(NC(=O)COC(=O)CNC(=O)c2ccc(OC)c(OC)c2)c1	-2	-4	18	4	10	-1	2.3	-3	-17
CCN(CC)c1nc(N)c([N+](=O)[O-])c(NCCO)n1	20	-3	-4	3	6	-2	-1.1	-1	2
O=Cc1ccc(N2Cc3ccccc3C2)cc1	-14	3	-42	0	-56	-19	4.5	-3	0
COCCn1c(CN2CCc3ccccc3C2)nc2c1c(=O)n(C)c(=O)n2C	30	-7	-2	0	-6	7	-2.2	-7	1
Cc1ccc(S(=O)(=O)NNC(=S)NC(C)(C)C)cc1	-4	-5	8	-4	-10	8	-1.4	7	13
Cn1ccnc1Sc1cc(Cl)ccc1[N+](=O)[O-]	-1	-9	-13	1	8	-3	-1.2	-7	-35
Nc1nn(-c2ccccc2)c(N)c1N=Nc1cccc(F)c1	-99	-9	-232	6	-15	13	4.8	-12	-31
Cc1cc(N2CCCC2)c(C)cc1C=O	6	7	24	4	1	-18	8.3	-1	-8
CCN(CC)S(=O)(=O)c1ccc(O)c(C(=O)OCC(=O)NC23CC4CC(CC(C4)C2)C3)c1	5	1	5	-1	-7	17	1.5	5	28
Cc1cc(=O)cc(C)n1-c1ccc(Cl)c(Cl)c1	22	13	15	2	-2	3	-2.2	9	15
C[C@]12C(=O)N(c3ccc(C(F)(F)F)cc3)C(=O)N1[C@@H]1c3ccccc3OC[C@@H]1[C@H]2c1ccccc1	-5	22	10	-2	14	16	1.2	-2	50*
CCCCN(C(=O)CSCC(=O)Nc1ccc(C)cc1)c1c(N)n(CCCC)c(=O)[nH]c1=O	2	-5	7	0	13	1	0.9	12	25
O=C(C1Cc2ccccc2CN1S(=O)(=O)c1cccs1)N1CCCCC1 (stereo unspecified)	0	-2	19	0	2	6	0.2	4	13
C=CCn1c(SCc2ccc(Cl)cc2)nc2c1c(=O)[nH]c(=O)n2C	7	4	-9	8	3	-15	0.0	4	15
C/C(Cl)=C\Cn1c(O)c(N=O)c2ccccc21	3	-4	12	-1	6	17	0.7	3	20
O=C(Nc1ccc(Cl)cc1)N1CCCN(Cc2ccc(F)cc2)C1	12	-3	12	-2	35	-6	1.2	-7	53*
CSc1ccccc1NC(=O)CN(c1cc(C)cc(C)c1)S(C)(=O)=O	7	-3	-13	-2	16	16	0.0	4	8
CCCc1ccc2oc(C(=O)NCc3nnc(C)o3)c(C)c2c1	-142	-7	-146	1	-123	14	4.0	3	-75
CC1(C)Cc2c(cnn2-c2ccccc2)C(=O)/C1=N\NC(=O)c1ccccc1O	4	8	6	-5	16	16	-2.4	0	17
CC1=NOC(=O)/C1=C\c1ccc(-c2ccc(Cl)cc2Cl)o1	21	-26	14	2	10	32	106*	29	64*
CCOc1ccc(CCNC(=O)Nc2cccc(OC)c2)cc1OCC	4	12	3	-2	4	8	-2.1	-4	23
COc1ccc(NC(=S)N2CCN(C(=O)c3ccco3)CC2)c(OC)c1	7	-14	20	1	12	-8	0.2	-2	-8
CC1(C)OC(=O)N(c2ccccn2)C1(C)O (stereo unspecified)	-9	3	13	2	-10	-23	-1.1	1	3
O=C(Nc1nc2ccccc2s1)C1CC(=O)N(c2ccc(Br)cc2)C1 (stereo unspecified)	8	2	19	-2	12	-5	-1.3	-6	16
COc1ccccc1Cn1c(C)nnc1-c1cnn(C)c1N	-5	-18	19	-2	-5	4	-0.6	0	2
CCN(CC)C1=N/C(=C\c2ccc(OC)cc2)C(=O)N1c1ccccc1	7	-20	7	-1	-4	23	0.5	10	-12
COc1ccc(NS(=O)(=O)c2cccc(C(=O)NCC(c3ccccc3)N(C)C)c2)cc1 (stereo unspecified)	12	-2	-9	-2	9	2	0.9	-2	2
CC(=O)N1CCN(c2ccc(NS(=O)(=O)c3ccc(C)cc3)cc2)CC1	28	5	11	-2	-4	12	1.5	-7	15
Fc1ccc(N2CCN(Cc3ccccn3)CC2)cc1	-2	2	10	-3	10	2	0.2	-4	9
CC(=O)OC1CCC2C3CCC4=CC(=O)CCC4(C)C3CCC2(C)[C@]1(C)O (stereo partly specified)	13	6	7	0	10	1	0.6	-24	-23

Copied from the list:
For CHOP UPR activ, O=C(Nc1nc2ccccc2s1)C1CC(=O)N(c2ccc(Br)cc2)C1 (stereo unspecified) shows -1.3
For Jurkat NFkB inh, COc1ccc(NS(=O)(=O)c2cccc(C(=O)NCC(c3ccccc3)N(C)C)c2)cc1 (stereo unspecified) shows 9

The list goes on.
SMILES	Gli-Sufu block	EBI2 block	697 NFkB inh	UPR XBP1 act	Jurkat NFkB inh	CCR6 antagonist	CHOP UPR activ	CXCR6 inh	Mdm2 MdmX PPI
Cc1ccc(S(=O)(=O)NCC(=O)OCC(=O)NCc2ccco2)cc1	3	1	9	2	1	3	2.4	-5	27
CC(C)(C)c1ccc(S(=O)(=O)NCCc2ccncc2)cc1	14	-2	-8	-2	14	-12	-1.7	-7	28
CCc1ccc(C(=O)CSc2n[nH]c(C)n2)cc1	-6	-7	2	4	-12	5	2.6	4	-3
COc1ccc(Nc2c3ccccc3nc3ccccc23)cc1	55	-15	-90	0	15	14	-1.4	9	26
CCCCCCCOc1ccc(C2(C)NC(=O)NC2=O)cc1 (stereo unspecified)	-3	-2	-8	0	1	13	1.4	2	32
CCOc1ccc(C(=O)Nc2ccc(N3CCCC3)cc2)cc1	6	0	-28	-2	-16	-38	-2.4	2	6
CC1CCCCN1C(=O)NC12CC3CC(CC(C3)C1)C2 (stereo unspecified)	-4	-7	21	-1	-3	0	-0.2	-1	-17
O=C(COc1ccccc1)NNC(=O)c1cccs1	-2	5	1	1	5	-12	3.5	-6	26
CS(=O)(=O)N1CCC(C(=O)Nc2ccccc2)CC1	4	0	-39	1	-5	13	-1.5	5	14
CCN1CCc2c(C#N)c(N3CCOCC3)nc(NCc3ccccc3)c2C1	5	-14	/	/	/	10	/	-1	/
O=C(NCCCN1CCCCC1)c1ccc(CS(=O)c2ccc(F)cc2)o1 (stereo unspecified)	7	-7	-1	-7	-9	3	-3.1	7	27
CC(C)c1nc2cc(C(=O)N3CCNC(=O)C3c3cccc(F)c3)ccc2o1 (stereo unspecified)	-3	-2	-5	-6	-5	-11	1.3	3	-27

Another view of two compounds above:
smiles: C/C(=N\N1CCN(C)CC1)c1ccc(OC(F)F)cc1
  Gli-Sufu block: 0; EBI2 block: -17; 697 NFkB inh: -9; UPR XBP1 act: 0; Jurkat NFkB inh: -20; CCR6 antagonist: -6; CHOP UPR activ: 1.3; CXCR6 inh: -7; Mdm2 MdmX PPI: 9
smiles: CCCc1ccc2oc(C(=O)NCc3nnc(C)o3)c(C)c2c1
  Gli-Sufu block: -142; EBI2 block: -7; 697 NFkB inh: -146; UPR XBP1 act: 1; Jurkat NFkB inh: -123; CCR6 antagonist: 14; CHOP UPR activ: 4.0; CXCR6 inh: 3; Mdm2 MdmX PPI: -75

From PubChem BioAssay
